CD40 NFkB inh – CD40 pathway inhibition in BL2 cells; BL2 NF-kB luciferase reporter, CD40L-induced, 4 h; inhibition, % at 10 µM; actives 0.94% (n = 83,000); AID 1053188;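 active means mean inhibition of at least 50% with a set share of replicates also reaching that level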;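 further: 0% = neutral control wells and 100% = IKK inhibitor VII at 50 µM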
Starred values were filed as active, the others as inactive; [ ] = dose if it differs, or a comment. The list is partial; the hit share may differ from the screen's.

CCCN1C[C@@H](C)[C@@H](OC)CN(C)C(=O)c2cc(NC(=O)Nc3cccc(F)c3)ccc2OC[C@H]1C
  CD40 NFkB inh: 0[25 µM]
CN(C)c1ccc2c(c1)[C@H]1C[C@H](CC(=O)NCCN3CCCCC3)O[C@@H](CO)[C@H]1O2
  CD40 NFkB inh: -3[25 µM]
O=C(C1CCN(S(=O)(=O)c2cccs2)CC1)N1CCN(c2ccccc2)CC1
  CD40 NFkB inh: 2
Cc1cccc(Cc2nnc(CCC(=O)N3CCCC(CN4CCOCC4)C3)o2)c1 (stereo not drawn)
  CD40 NFkB inh: 10
CC(C)(C)c1nc(NCC2CCCO2)c2nnn(Cc3ccccc3)c2n1 (stereo not drawn)
  CD40 NFkB inh: 13
CCOC(=O)N1CCC(NC(=O)C(NS(=O)(=O)c2cccc3nsnc23)c2ccccc2)CC1 (stereo not drawn)
  CD40 NFkB inh: 11
Cc1ccccc1S(=O)(=O)N1[C@H](C#N)[C@H](c2ccc(C#CC3CCCCC3)cc2)[C@H]1CO
  CD40 NFkB inh: 48*
O=C(CCn1c(=O)c2cccn2c2cccnc21)N1CCN(c2cccc(Cl)c2)CC1
  CD40 NFkB inh: 1
Cc1nc2ccc(S(=O)(=O)NC(C(=O)NC3CCCC3)C(C)C)cc2s1 (stereo not drawn)
  CD40 NFkB inh: 3
CC1(C(=O)NS(=O)(=O)c2ccccc2Cl)CCN1C(=O)CC(c1ccccc1)c1ccccc1 (stereo not drawn)
  CD40 NFkB inh: -1
O=C1CN(C(=O)COC(=O)/C=C/c2ccc(S(=O)(=O)N3CCOCC3)cc2)c2ccccc2N1
  CD40 NFkB inh: 5
CCOC(=O)N1CCN(C(=O)COC(=O)CNC(=O)c2ccc(Cl)cc2Cl)CC1
  CD40 NFkB inh: 7
CCn1ccnc1CN(C)C(=O)C1CCC(=O)N(CCc2cccc(F)c2)C1 (stereo not drawn)
  CD40 NFkB inh: 3
Cc1ccc(C)c(S(=O)(=O)Nc2ccc(C(=O)NCCCN(C)C)cc2)c1
  CD40 NFkB inh: -1
O=C(NC(=S)Nc1cccc(Cl)c1N1CCOCC1)c1cccs1
  CD40 NFkB inh: -7

O=c1ccc2c(o1)/C(=C/C=C(Cl)Cl)CCC2
  CD40 NFkB inh: -10
CCS(=O)(=O)N(C)C[C@@H]1N[C@H](CO)[C@@H]1c1ccc(-c2ccccc2F)cc1
  CD40 NFkB inh: -14[25 µM]
CCCCC(CC)C(=O)Nc1ccccc1C(=O)NC(C)C (stereo not drawn)
  CD40 NFkB inh: 7
O=C(c1ccc(NC(=O)C2(c3ccccc3)CCCC2)cc1)N1CCOCC1
  CD40 NFkB inh: -2
COc1ccc(CN(C)C[C@H]2Oc3c(NC(=O)c4cnccn4)cccc3C(=O)N([C@H](C)CO)C[C@@H]2C)cc1
  CD40 NFkB inh: -21[25 µM]
CCCNC(=O)CN(C1CCCCC1)S(C)(=O)=O
  CD40 NFkB inh: -2
CCc1ccc(-c2nc(SCC(=O)c3c(N)n(C4CC4)c(=O)[nH]c3=O)n[nH]2)cc1
  CD40 NFkB inh: -9
O=C(Cn1nnc(-c2cccs2)n1)NCc1ccccc1
  CD40 NFkB inh: -22
COc1ccc(CC(=O)OCC(=O)NC2CCCCCC2)cc1OC
  CD40 NFkB inh: 2
O=C(CCc1ccccc1)Nc1cccc(-c2nnc(-c3ccco3)o2)c1
  CD40 NFkB inh: -4
CC1(CCc2ccc3c(c2)OCO3)NC(=O)c2ccccc2N1 (stereo not drawn)
  CD40 NFkB inh: 1
C=CCn1c(SCC(=O)N2CC(C)OC(C)C2)nnc1-c1ccncc1 (stereo not drawn)
  CD40 NFkB inh: -1
CCOCc1nnc(NC(=O)c2ccc(NC(C)=O)cc2)s1
  CD40 NFkB inh: 15
COc1cccc(CSc2nnc(C(F)(F)F)n2Cc2ccc(F)cc2)c1
  CD40 NFkB inh: -4
N#CCSc1ncnc2ccccc12
  CD40 NFkB inh: 10

COc1ccc2c3c([nH]c2c1)[C@@H](CO)N(C(C)=O)CC31CCN(C(=O)c2ccc3c(c2)OCO3)CC1
  CD40 NFkB inh: -6[25 µM]
Cc1nc2cc3ccccc3cc2c(=O)[nH]1
  CD40 NFkB inh: -53
CC(C)C(CC(=O)NCc1ccco1)c1ccco1 (stereo not drawn)
  CD40 NFkB inh: 3
C[C@H](CO)N1C[C@H](C)[C@H](CN(C)CC2CCCCC2)OCc2cnnn2CCCC1=O
  CD40 NFkB inh: -4[25 µM]
CC1CCN(C(=O)Cn2cnc3c2c(=O)n(C)c(=O)n3C)c2ccccc2S1 (stereo not drawn)
  CD40 NFkB inh: 8
O=C(COC(=O)C1CCN(S(=O)(=O)c2ccc3c(c2)OCCO3)CC1)NC1CCS(=O)(=O)C1 (stereo not drawn)
  CD40 NFkB inh: 4
Nc1nnc(CC2=CCCCC2)s1
  CD40 NFkB inh: 4
O=C1N[C@@H](Cc2ccccc2)C(=O)N1CCN1CCOCC1
  CD40 NFkB inh: 8
COc1ccccc1NC(=O)CN1CCN(c2ccc(F)cc2)CC1
  CD40 NFkB inh: -5
COc1ccc(NC(=O)NC(C)(C(F)(F)F)C(F)(F)F)cc1
  CD40 NFkB inh: 9
Cc1nn(-c2ccc(N3CCOCC3)nn2)c(C)c1CCC(=O)N1CCN(C)CC1
  CD40 NFkB inh: 14
CCN(CCn1cccn1)C(=O)C1CCC(=O)N(CCN2CCOCC2)C1 (stereo not drawn)
  CD40 NFkB inh: 2
COCC#Cc1ccc([C@@H]2[C@H](CO)N3CCCCN(S(=O)(=O)c4ccccc4F)C[C@@H]23)cc1
  CD40 NFkB inh: -17[25 µM]
Cc1noc(C)c1S(=O)(=O)N1[C@@H]2CNC[C@H]1C2c1ccc(-c2cccc(F)c2)cc1 (stereo partly drawn)
  CD40 NFkB inh: 5[25 µM]
NNC(=O)Cn1cnc2ccccc21
  CD40 NFkB inh: 6

Next section
SMILES	CD40 NFkB inh
COc1cccc(NC(=O)CN(C)C(=O)[C@@H]2CCCN2C(=O)c2cccs2)c1	1
CCOC(=O)c1cnc2c(C(=O)OC)cccc2c1NCc1ccco1	-37
O=[N+]([O-])c1ccccc1/C=C/CN1CCSCC1	-4
C=C(C)COc1ccc(-c2nc(N)ncc2-c2ccc(OC)cc2)c(O)c1	11
CC1(C(=O)NS(=O)(=O)C2CC2)CCCN(C(=O)c2c(F)cccc2F)C1 (stereo not drawn)	-3
COc1ccccc1NC(=O)N[C@H]1CC[C@@H](CCNS(=O)(=O)c2ccc(Cl)cc2)O[C@@H]1CO	-1[25 µM]
COc1ccccc1N1CCN(CCCN2CC(=O)N3CCCCC3C2=O)CC1 (stereo not drawn)	0
COc1cccc(-c2cnc(C(O)c3cc(F)cc(Cl)c3)[nH]2)c1 (stereo not drawn)	4
Cc1ccc(S(=O)(=O)N(C)C[C@@H]2OCCCC[C@@H](C)Oc3ccc(NC(=O)c4ccncc4)cc3C(=O)N([C@@H](C)CO)C[C@H]2C)cc1	-3[25 µM]
OC[C@@H]1[C@@H](c2ccc(-c3ccccc3F)cc2)[C@H]2CN(Cc3cccnc3)CCCCN12	-2[25 µM]
CC1CCN(C(=O)CCC(=O)Nc2nnc(C3CCCCC3)s2)CC1	3
CC1(c2ccc(Cl)cc2Cl)NC(=O)N(CC(=O)Nc2cccnc2Cl)C1=O (stereo not drawn)	-2
CN(C)CCC(=O)c1cccc(Br)c1	11
COCCN(C[C@H]1N[C@H](CO)[C@@H]1c1ccc(-c2cccc(C#N)c2)cc1)C(C)=O	2[25 µM]
C/C=C/c1ccc([C@@H]2[C@@H](CN(CC)C(=O)CC)N(C(=O)C3CCC3)[C@H]2CO)cc1	-1[25 µM]
C[C@H](CO)N1C[C@H](C)[C@H](CN(C)C(=O)Nc2ccc(C(F)(F)F)cc2)OCCCC[C@H](C)Oc2ccc(NS(=O)(=O)c3cn(C)cn3)cc2C1=O	-2[25 µM]
CCCc1[nH]c(=O)c(C#N)c2c1CCCC2	11
C=CCN(CC=C)C(=O)C1c2ccccc2Oc2ccccc21	3
CCC(=O)N1CCC1(C)C(=O)Nc1ccc2nc(C)ccc2c1 (stereo not drawn)	-18
COc1cccc(-c2ccc([C@@H]3[C@H]4CN(S(=O)(=O)c5cccs5)CCCCN4[C@H]3CO)cc2)c1	11[25 µM]

Laid out differently: results already given.
| CD40 NFkB inh | SMILES |
| --- | --- |
| -1[25 µM] | C/C=C/c1ccc([C@@H]2[C@@H](CN(CC)C(=O)CC)N(C(=O)C3CCC3)[C@H]2CO)cc1 |
| -2[25 µM] | C[C@H](CO)N1C[C@H](C)[C@H](CN(C)C(=O)Nc2ccc(C(F)(F)F)cc2)OCCCC[C@H](C)Oc2ccc(NS(=O)(=O)c3cn(C)cn3)cc2C1=O |

Next part:
SMILES	CD40 NFkB inh
O=C(Nc1cccc2ccccc12)NC1Cc2ccccc2C1	0
CC(C)Cn1cc(Cl)c(=O)n(CC(C)C)c1=O	8
CC1(C)C=C(c2ccc(O)cc2)CC(C)(C)N1	0
Cn1c(SCc2ccc3c(c2)OCO3)nnc1-c1ccccc1	-15
Cn1c(Cn2nnc(-c3ccccc3)n2)nnc1SCc1ccccc1Cl	16
O=C(Nc1ccccc1)[C@@H]1[C@@H](CO)[C@@H]2Cn3c(cccc3=O)[C@@H]2N1Cc1ccccc1Cl	-5[25 µM]
O=Cc1cccc(Oc2ccc([N+](=O)[O-])cc2[N+](=O)[O-])c1	3
CC(C)C[C@H]1COCn2nncc2CC[C@H](C)C(=O)N1	-6[25 µM]
CC(=O)Oc1ccc(-c2cccc(C(=O)N3CCCCC3)c2)cc1	-17
O=C(CCc1ccccn1)NC1CCCc2c1cnn2-c1ccc(F)cc1F (stereo not drawn)	6
CN(CC1CCCO1)S(=O)(=O)c1ccc(C(=O)Nc2nccs2)cc1 (stereo not drawn)	3
O=C(CCNC(=O)c1ccco1)NCc1ccc(C(=O)O)cc1	-2
Cc1c(C(=O)NCCCN2CCCC2=O)oc2c(Cl)cccc12	-16
O=Nc1onc(-c2ccc([N+](=O)[O-])cc2)c1NO	9
CCN(Cc1ccncc1)Cc1nc(Cc2ccccc2Cl)no1	13
N#C[C@@H]1[C@H](c2ccccc2-c2cccc(F)c2)[C@@H](CO)N1C(=O)NC1CCCCC1	15[25 µM]
CO[C@@H]1CN(C)C(=O)c2cc(NS(=O)(=O)CC(F)(F)F)ccc2OC[C@H](C)NC[C@@H]1C	-14[25 µM]
CCC(=O)c1ccc(OCC(=O)Nc2cc(S(=O)(=O)N3CCCCC3)ccc2N2CCN(CC)CC2)cc1	-2
O=C1CCCc2nc(N3CCN(Cc4ccccc4)CC3)ncc21	-21
O=C(Nc1ccccc1)N1CC(=O)N2[C@H](CO)[C@H](c3ccc(C#CC4CCCC4)cc3)[C@H]2C1	-1

A run of entries from further up:
SMILES	CD40 NFkB inh
O=C(Nc1cccc2ccccc12)NC1Cc2ccccc2C1	0
CC(C)Cn1cc(Cl)c(=O)n(CC(C)C)c1=O	8

Remaining list, next part.
SMILES	CD40 NFkB inh
Cc1ccc(S(=O)(=O)NC(=O)C2CCCCC2)cc1	5
c1ccc(N2CCN(c3nnnn3-c3ccccc3)CC2)cc1	9
COc1cccc(S(=O)(=O)Nc2ccc3c(c2)[C@H]2C[C@H](CC(=O)NC4CCCCC4)O[C@@H](CO)[C@H]2O3)c1	-5[25 µM]
Cc1c(Br)c([N+](=O)[O-])nn1CC(=O)N(C)Cc1ccccc1	3
COCCNC(=O)C[C@@H]1CC[C@@H]2[C@H](COc3ccc(NC(=O)Nc4cccc(F)c4)cc3C(=O)N2C)O1	0[25 µM]
CN(C)C(=O)c1ccc(-c2ccc3c(c2)[C@@H]2[C@@H](CCN2C(=O)C2CCCC2)[C@@H](CO)N3C)cc1	-21[25 µM]
C[C@H](CO)N1C[C@H](C)[C@H](CN(C)S(=O)(=O)c2ccc(Cl)cc2)OCCCC[C@H](C)Oc2ccc(NC(=O)CCCN(C)C)cc2C1=O	26
Cn1nnnc1SCc1nc2ccccc2[nH]1	-38
CC(=O)c1c(C)oc2ccc(N(C(=O)c3ccncc3)S(=O)(=O)c3ccccc3)cc12	21
COC(=O)c1ccc(-c2ccco2)n1Cc1nc(-c2ccc(OC)c(OC)c2)oc1C	1
COc1ccc(CC(=O)Nc2sccc2C#N)cc1S(=O)(=O)N1CCOCC1	2
CCS(=O)(=O)N1CCC(C(=O)NCc2ccc(OC)cc2)CC1	9
CC(C)NC(=O)N(C)C[C@@H]1OCc2ccccc2-c2ccccc2C(=O)N([C@@H](C)CO)C[C@H]1C	-15
Cn1cnc(S(=O)(=O)Nc2ccccc2C(=O)NCC2CC2)c1	8
CO[C@H]1CN(C)C(=O)c2cccc(C#N)c2OCC[C@@H]2CC[C@@H](OC)[C@H](CN(C)C(=O)[C@H]1C)O2	-3[25 µM]
CN(C)C(=O)c1cccc(-c2ccc([C@@H]3[C@H]4CN(Cc5cccnc5)CCCCN4[C@H]3CO)cc2)c1	-5[25 µM]
C[C@@H]1CN([C@@H](C)CO)C(=O)CCCn2nncc2CO[C@H]1CN(C)S(=O)(=O)c1ccc2c(c1)OCCCO2	14[25 µM]
CN(CC(=O)Nc1ccc(F)cc1)C(=O)c1cn(-c2ccccc2)nc1-c1cccs1	4
O=C1CC2(CCN(C(=O)c3ccccc3Cl)CC2)Oc2ccccc21	7
CC(C)(C)NC(=O)NC(=O)COC(=O)Cc1ccc(Cl)cc1Cl	15
COc1ccc(N2CCOCC2)c(NC(=O)c2cccs2)c1	23
O=C(C[C@@H]1CC[C@H]2NC[C@@H](O)COC[C@@H]2O1)Nc1nccs1	0[25 µM]
O=C(CCn1cnc2ccccc2c1=O)Nc1ccc2c(c1)OCCO2	-44
Cc1cccc(-n2nnnc2SCC(=O)NC2CCCC2)c1	5
CCn1c(C)nc2cc(C(=O)OCCC(F)(F)F)ccc21	-79
COc1ccc(CCN(C)C(=O)CN2C(=O)NC3(CCCCC3C)C2=O)cc1OC (stereo not drawn)	-3

Given with the structure last: entries from further up
| CD40 NFkB inh | Structure |
| --- | --- |
| 23 | COc1ccc(N2CCOCC2)c(NC(=O)c2cccs2)c1 |
| -44 | O=C(CCn1cnc2ccccc2c1=O)Nc1ccc2c(c1)OCCO2 |
| 0[25 µM] | O=C(C[C@@H]1CC[C@H]2NC[C@@H](O)COC[C@@H]2O1)Nc1nccs1 |
| -79 | CCn1c(C)nc2cc(C(=O)OCCC(F)(F)F)ccc21 |
| 5 | Cc1cccc(-n2nnnc2SCC(=O)NC2CCCC2)c1 |
| -3 | COc1ccc(CCN(C)C(=O)CN2C(=O)NC3(CCCCC3C)C2=O)cc1OC (stereo not drawn) |
